Screening data from PubChem.
TDP1 block: blocks human tyrosyl-DNA phosphodiesterase 1 | Potency, µM (series often up to 130 µM), without a hit: at the highest dose activity change, negative = inhibition, hits mostly inhibitors | Q9NUW8 | recombinant TDP1, AlphaScreen DNA substrate cleavage | AID 485290 | 350,000 compounds, 0.28% hits; note: nearly all actives have a fitted effect of over 40% in size
Target sequence (Q9NUW8 whole entry, looked up): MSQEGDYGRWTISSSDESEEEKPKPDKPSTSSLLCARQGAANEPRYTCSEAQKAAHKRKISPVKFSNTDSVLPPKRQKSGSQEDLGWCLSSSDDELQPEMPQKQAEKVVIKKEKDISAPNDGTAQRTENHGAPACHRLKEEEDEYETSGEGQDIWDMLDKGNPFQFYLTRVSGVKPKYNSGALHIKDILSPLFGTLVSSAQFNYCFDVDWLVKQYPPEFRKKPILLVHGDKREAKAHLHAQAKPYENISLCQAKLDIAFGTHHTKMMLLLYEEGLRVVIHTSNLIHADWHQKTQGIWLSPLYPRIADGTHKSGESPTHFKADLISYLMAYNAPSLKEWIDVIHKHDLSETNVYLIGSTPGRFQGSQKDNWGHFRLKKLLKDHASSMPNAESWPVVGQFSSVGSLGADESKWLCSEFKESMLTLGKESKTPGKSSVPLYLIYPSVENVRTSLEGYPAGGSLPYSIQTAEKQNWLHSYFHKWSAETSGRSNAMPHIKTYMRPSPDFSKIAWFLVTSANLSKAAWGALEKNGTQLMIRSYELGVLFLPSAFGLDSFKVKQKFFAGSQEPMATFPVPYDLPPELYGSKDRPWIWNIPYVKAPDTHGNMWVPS
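Compounds were preincubated with Tdp1 (1 nM final) for 15 min at room temperature before substrate (15 nM final) started a 5 min reaction; beads (10 ug/ml final) were then added for 10 min before AlphaScreen detection.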
TDP1 cell CPT: DT40-hTDP1 cell growth loss with CPT; 420,000 compounds, 12% hits; chicken DT40 Tdp1-/-;hTDP1 cells + 20 nM CPT, ATP luminescence, 48 h; Potency, µM (highest dose often 46.2 µM), for inactives: at the top dose activity change, negative = growth inhibition, usual class: inhibitors; AID 686979; note: nearly all actives have a fitted effect of over 55% in size
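Chicken DT40 Tdp1-/- cells stably complemented with human TDP1 were seeded at 400 cells/well in medium containing 20 nM camptothecin, exposed to pin-transferred compounds, and grown at 37 °C for at least 48 hr. Viability was read as ATP luminescence.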
DT40 TDP1 no CPT: qHTS for Inhibitors of human tyrosyl-DNA phosphodiesterase 1 (TDP1): qHTS in cells in absence of CPT; DT40 Tdp1-/- hTDP1 cells, no CPT, ATP luminescence, 48 h; 420,000 compounds, 15% hits; Potency, µM (doses to about 46.2 µM), for the others: top-dose activity change, negative = growth inhibition, actives largely listed as inhibitors; note: nearly all actives have a fitted effect of over 55% in size
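Chicken DT40 Tdp1-/- cells stably complemented with human TDP1 were seeded at 400 cells/well with DMSO in place of 20 nM camptothecin. After compound pinning, cells grew at least 48 hr at 37 °C; viability read by CellTiter-Glo luminescence.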
* = called active by the depositor; ? = inconclusive; . = not tested or not shown. Calls come from the whole dose curve; as a rule, active = well fitted curve in the direction sought with a large enough effect; inconclusive = small, poorly fitted or top-dose-only effect, or another doubt; inactive = no such curve, though single readings can be large; an effect the other way counts as inactive or inconclusive. % is set by controls: 0 for no effect and ±100 for the full control effect; potency is the fitted concentration of half-maximal effect.

smiles	TDP1 block	TDP1 cell CPT	DT40 TDP1 no CPT
CC(C)(C)NC(=O)CN(C(=O)CCC(=O)Nc1nccs1)c1ccc2c(c1)OCCO2	3.5%	1.8%	-21.5%
COc1ccc(S(=O)(=O)N(C)c2ccc(C(=O)NCc3ccccn3)cc2)cc1OC	3.0%	-5.3%	-20.5%
COc1ccccc1N(C)c1cc2c(c3c1ccn3C)C1CCC2C1 (stereo not drawn)	.	?	?
CC(C)C(OC(=O)c1cccs1)C(=O)NCc1ccccc1 (stereo not drawn)	-1.2%	-16.2%	-7.1%
O=C(c1ccc(Cl)c(S(=O)(=O)N2CCCCC2)c1)N1CCCCCC1	2.2%	-26.3%	?
Cc1ccc(S(=O)(=O)NC(=O)NC(C)(C)C)cc1	0.0%	4.5%	-26.2%
COc1ccc(/C=N/NC(=O)c2ccco2)cc1Cn1nc(C)cc1C	-2.4%	-2.3%	-21.1%
CC(=O)O[C@@]1(C)C[C@@H](O)[C@]2(O)C=CO[C@@H](O[C@@H]3O[C@H](CO)[C@@H](O)[C@H](O)[C@H]3O)[C@@H]21	-3.2%	1.4%	-14.7%
COc1cc(/C=C(\C(=O)O)c2ccc(S(=O)(=O)N3CCCC3)s2)ccc1OCCC(C)C	.	23.1µM*	?
Cc1nnc(SCc2ccccc2Cl)c2cc3occc3n12	10.3%	?	16.4µM*
COc1ccc(Nc2ccc(S(=O)(=O)N3CCCCC3)cc2[N+](=O)[O-])cc1Cl	.	?	?
Cc1ccccc1NC(=O)C1C2C=CC(C3CC23)C1C(=O)O (stereo not drawn)	2.7%	?	?
Cc1cc(C=C2C(=O)CCCC2=O)c(C)n1-c1ccccc1	-4.4%	-8.7%	?
Cc1ccc(C(=O)COC(=O)CNC(=O)c2ccc(Br)o2)cc1[N+](=O)[O-]	3.6%	-5.3%	-17.1%
CN(C)c1ccc(C(CNS(=O)(=O)c2ccc(F)cc2)N2CCOCC2)cc1 (stereo not drawn)	3.8%	-13.2%	-15.5%
CC1C(=O)N2CCCc3cc(S(=O)(=O)N(C)CCC#N)cc1c32 (stereo not drawn)	4.7%	-5.9%	-19.9%
CC(c1ccccc1)n1c(-c2ccccc2)n[nH]c1=S (stereo not drawn)	.	-17.0%	-29.7%
COc1cc(-c2noc(CCCC(=O)Nc3cccnc3)n2)cc(OC)c1OC	2.7%	15.8%	-4.3%
COc1ccc(-c2cc3c(=O)n(CC(=O)N4CCCCC4)ncn3n2)cc1	-14.8%	-18.7%	4.9%
COc1cc(=O)n2c(c1C(=O)NC(C)c1ccco1)CCN(C(=O)c1[nH]c(C)cc1C)CC2 (stereo not drawn)	.	3.4%	0.1%
Cc1nn(-c2ccccc2)c(NC(=O)C(C)C)c(-c2ccccc2)c1=O	.	15.5%	8.0%
COc1cc([N+](=O)[O-])cc2sc(NC(C)=O)nc12	.	?	?
CC1Nc2ncnc(N3CCN(c4ccccc4)CC3)c2N(Cc2ccc(Cl)cc2)C1=O (stereo not drawn)	7.0%	?	18.4µM*
COC(=O)C1=CNC=C(C(=O)OC)C1c1ccc(C(=O)OC)cc1	4.8%	0.5%	-9.5%
COc1ccc(CN2CCN(CCCc3ccccc3)C(CCO)C2)cc1OC (stereo not drawn)	.	1.9%	-22.5%
Cc1ccc(OCC(=O)NCC(c2ccc(Cl)cc2)N2CCCCC2)cc1 (stereo not drawn)	-1.6%	?	?
COc1cccc(CC2(CO)CCN(Cc3ccc4cccc(F)c4n3)CC2)c1	2.7%	-19.3%	?
COc1ccc(N2CC(C(=O)N[C@@H](C)C(=O)N3CCCCC3)CC2=O)cc1 (stereo partly drawn)	5.0%	2.8%	19.1%
O=C(CCc1nc2ccccc2c(=O)[nH]1)Nc1cc(C(F)(F)F)ccc1N1CCCC1	3.8%	-19.0%	-0.8%
CCN(CC)c1ncnc2c1ncn2[C@H]1CN(Cc2cccs2)C[C@@H](CO)O1	.	?	?
N#CCCN1CCN(S(=O)(=O)c2ccc(S(=O)(=O)N3CCCCCC3)cc2)CC1	-2.2%	-13.1%	-6.9%
COC(=O)c1ccc(Oc2nc(SC)nc(N(C)C)n2)cc1	7.0%	0.0%	-22.2%
Cc1cc(C)nc(N2CCC(C(=O)Nc3nnc(C)s3)CC2)n1	2.9%	-2.5%	-1.5%
O=C(C1CCCN1S(=O)(=O)c1ccc(Br)cc1)N1CCOCC1 (stereo not drawn)	3.6%	3.2%	5.6%
CCOc1ccc(S(=O)(=O)Nc2cc3c(C(=O)OC)c(COC)oc3c3ccccc23)cc1	.	5.17µM*	3.66µM*
COc1ccc(CCNC(=O)c2ccc(Cl)c(S(=O)(=O)N(C)c3ccccc3)c2)cc1	0.0%	20.6µM*	16.4µM*
COc1ccc(S(=O)(=O)N2CCN(CCO)CC2)cc1-c1nnc2c3ccccc3c(C)nn12	2.6%	12.0%	-1.2%
Cc1cc(NC(=O)CSc2ccc3nnc(CCNS(=O)(=O)c4ccccc4)n3n2)no1	2.3%	-25.1%	-23.6%
COc1ccc(OCc2nc3c4c(-c5ccc(OC)cc5)c(-c5ccc(OC)cc5)oc4ncn3n2)cc1	.	-8.3%	3.2%
Cc1ccc(N(C(=O)C(F)(F)F)C(C(=O)NC2CCCCC2)c2cccs2)cc1C (stereo not drawn)	2.0%	-4.0%	-6.9%
COc1ccccc1Nc1nn2c(=O)c3ccc(C(=O)NC4CCCCC4)cc3nc2s1	2.8%	2.31µM*	3.66µM*
CCOC(=O)COc1nc(C)cc(C(F)(F)F)c1C#N	-1.4%	5.1%	-3.9%
COc1ccc(C(=O)N/N=C/c2cccnc2)cc1	.	1.3%	7.3%
CCC(=O)Nc1ccc(NC(=O)CSc2nc3c(c(=O)n(C)c(=O)n3C)n2CC)cc1	.	?	?
CN1CCc2c(c3cnc4cc(Cl)ccc4c3n2C)C1	-1.8%	?	?
COc1cccc(N2CCN(CC(=O)NCc3ccccc3)CC2)c1	.	4.4%	1.5%
CCN(C[C@H]1N[C@@](C)(C(=O)OC)[C@H]2C(=O)N(Cc3ccccc3)C(=O)[C@@H]12)C(=O)Nc1ccccc1	1.3%	-23.3%	-16.7%
OCC1OC(n2cnc3c(NC4CCCCC4)ncnc32)C(O)C1O (stereo not drawn)	3.8%	-3.6%	-27.1%
O=C(OCC(=O)N1CCCCC1)c1ccc(OC(F)(F)F)cc1	1.0%	-5.5%	-11.7%
O=C(c1cccc(C(F)(F)F)c1)N1CCN(c2cc(=O)[nH]nc2-c2ccccc2)CC1	-1.0%	-21.3%	-12.1%
Cc1ccc(NC(=O)/C(=C/c2ccncc2)NC(=O)c2ccccc2)cc1	-5.4%	17.2%	6.1%
O=C(CN1CCN(Cc2ccccc2)CC1)Nc1cccc(Cl)c1	4.4%	-21.4%	?
CCc1nc(C)cn1S(=O)(=O)c1cc(Br)c(C)cc1OC	1.0%	-15.1%	?
CCN(C[C@H]1N[C@@](Cc2ccccc2)(C(=O)OC)[C@H]2C(=O)N(Cc3ccccc3)C(=O)[C@@H]12)S(=O)(=O)c1ccc(OC(F)(F)F)cc1	1.6%	?	?
Cc1ccc(N2CC(C(=O)OCc3ccccc3)CC2=O)cc1 (stereo not drawn)	3.0%	-25.5%	-5.4%
CCn1cc(-c2nnnn2-c2ccc(Cl)cc2)c(=O)c2ccccc21	5.8%	0.1%	-24.9%

(more compounds)
smiles	TDP1 block	TDP1 cell CPT	DT40 TDP1 no CPT
CSc1ncc(Cl)c(C(=O)NCc2ccc(C)cc2)n1	-8.6%	-28.8%	?
COc1ccc(NC(=O)CC2C(=O)OCC3CCCCN32)cc1Cl (stereo not drawn)	2.7%	3.1%	-13.6%
O=C(NCCc1ccc(F)cc1)C(=O)NCC(c1cccs1)S(=O)(=O)c1cccs1 (stereo not drawn)	-2.6%	?	25.9µM*
COc1ccc(C)c2sc(=NC(=O)c3ccc(C(C)=O)cc3)n(C)c12	-4.7%	14.6µM*	?
CC(C)C(=O)NNC(=O)c1c(O)c2ccccc2[nH]c1=O	-3.1%	?	?
CSCCC(NS(=O)(=O)c1ccc2c(c1)oc(=O)n2C)C(=O)N1CCN(c2cc(Cl)ccc2C)CC1 (stereo not drawn)	2.8%	?	14.6µM*
O=c1oc2ccccc2c(N2CCCCC2)c1CN1CCCC1	-5.0%	-15.7%	-8.8%
CCCN(CCC)C(=O)Cn1c(=O)n(Cc2ccc(C(=O)NCCc3ccc(Cl)cc3)cc2)c(=O)c2ccccc21	0.0%	?	?

Already shown: entries from further up.
smiles	TDP1 block	TDP1 cell CPT	DT40 TDP1 no CPT
O=c1oc2ccccc2c(N2CCCCC2)c1CN1CCCC1	-5.0%	-15.7%	-8.8%
CCCN(CCC)C(=O)Cn1c(=O)n(Cc2ccc(C(=O)NCCc3ccc(Cl)cc3)cc2)c(=O)c2ccccc21	0.0%	?	?

(further entries)
smiles	TDP1 block	TDP1 cell CPT	DT40 TDP1 no CPT
O=C1CSC(=S)N1/N=C/c1ccc(O)c([N+](=O)[O-])c1	?	?	?
O=c1cc(C(F)(F)F)[nH]c2ccc(C(F)(F)F)cc12	2.7%	7.31µM*	0.731µM*
CCN(CC)CCN1C(=O)C(=O)/C(=C(/O)c2ccc(F)cc2)C1c1ccncc1 (stereo not drawn)	5.3%	-7.6%	-5.8%
CCOC(=O)COc1cccc2c(=O)n(CC(=O)N3CCC(C)CC3)ccc12	.	0.6%	?
COc1ccccc1Nc1c2c(nc3ccc(NC(=O)c4ccccc4F)cc13)CCCC2	11.5%	5.17µM*	16.4µM*
COc1ccc(C(C)(NC(C)=O)c2nc(-c3ccc(F)c(Cl)c3)cs2)cc1 (stereo not drawn)	.	18.4µM*	23.1µM*
Cc1cc(C)nc(SCC2COc3ccccc3O2)n1 (stereo not drawn)	3.8%	-1.0%	-26.3%
COc1ccc(CCNc2ncnc3onc(-c4ccc(Cl)cc4)c23)c(OC)c1	1.1%	?	14.6µM*

Random excerpt: three compounds from above.
smiles	TDP1 block	TDP1 cell CPT	DT40 TDP1 no CPT
N#CCCN1CCN(S(=O)(=O)c2ccc(S(=O)(=O)N3CCCCCC3)cc2)CC1	-2.2%	-13.1%	-6.9%
Cc1ccc(S(=O)(=O)NC(=O)NC(C)(C)C)cc1	0.0%	4.5%	-26.2%
CCN(C[C@H]1N[C@@](Cc2ccccc2)(C(=O)OC)[C@H]2C(=O)N(Cc3ccccc3)C(=O)[C@@H]12)S(=O)(=O)c1ccc(OC(F)(F)F)cc1	1.6%	?	?

(cont.)
smiles	TDP1 block	TDP1 cell CPT	DT40 TDP1 no CPT
COc1cc(C(=S)N2CCOCC2)ccc1OC(=O)/C=C/c1ccco1	1.2%	-22.6%	-13.0%
CCOC(=O)c1cc(-c2ccccc2)n(CCCC(=O)Nc2ccc(CC)cc2)c1C	-0.9%	?	?
CC(C)(CNCC(O)c1ccccc1)N1CCOCC1 (stereo not drawn)	-2.0%	-14.2%	-5.1%
O=C(CNC(=O)c1cccs1)OCC(=O)c1ccc(Cl)cc1	9.0%	-8.2%	-14.8%
CCc1ccc(Nc2nnc(SCC(=O)NC(=O)CN3CCCC3=O)s2)cc1	17.8µM*	0.0%	20.9%
O=C(COC(=O)C1CC2CCCC(C1)C2=O)Nc1ccc(F)c(Cl)c1 (stereo not drawn)	1.4%	?	?
CCOC(=O)c1ccc(NC(=O)NCCc2ccccc2OC)cc1	-2.4%	?	14.6µM*
O=C(Nc1ccc2c(c1)OCO2)C1CCN(S(=O)(=O)Cc2ccccc2)CC1	6.3%	-9.7%	-8.6%
Cc1c(-c2ccccc2)nc2ccccc2c1C(=O)NCc1cccs1	1.8%	?	16.4µM*
O=C(CSc1nnc2ccccn12)NC(=O)c1ccccc1	0.7%	-3.8%	-4.6%
O=C(Nc1ccccc1C1CC1)c1cccs1	6.1%	-1.6%	-16.5%
CCC(=O)n1nc(-c2ccc(OC)cc2)nc1NCc1cccs1	-5.5%	2.3%	0.3%
Cc1cccc(C)c1NC(=O)CS(=O)CC(=O)Nc1ccc(N2CCOCC2)cc1 (stereo not drawn)	6.3%	24.6%	6.4%
CC(C(=O)Nc1ccncc1)(c1ccccc1)c1ccccc1	-4.7%	-8.9%	13.2%
Cc1ccc(C)n1-c1nnc(N2CCCC(C(=O)NCc3cccc(Br)c3)C2)s1 (stereo not drawn)	7.6%	?	?
CCc1nc2c(OC)cccn2c1N(C)C(=O)c1ccccc1F	.	3.0%	3.1%
Cc1nc(CN2C(=O)C3(CCC3)ON=C2c2cccc(Cl)c2)cs1	.	?	?
O=C(CCc1nnc(Cc2ccc(-c3ccccc3)cc2)o1)NCC1CC1	-2.6%	-20.5%	-26.9%
Cc1c(Br)cccc1NC(=O)C1(C)CCN1Cc1ccc(OC(C)C)cc1 (stereo not drawn)	.	-6.4%	?
